Pol iota inh – qHTS for Inhibitors of Polymerase Iota; DNA polymerase iota (Homo sapiens), Q9UNA4; Pol iota fluorescent replication assay, 10 min; Potency, µM (doses to about 115 µM), inactives show at the top dose activity, negative = inhibition, hits mostly inhibitors; 390,000 tested, 1% active; AID 588590, 2011; further: potency means the concentration at half of the fitted maximal effect
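Fluorescent replication assay read twice, at 0 min and 10 min after adding 50 nM (final) substrate. Enzyme (10 nM) and compounds were first incubated 15 min at room temperature; enzyme-free buffer wells were negative controls.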
Apoferritin bind – qHTS Assay for Identification of Novel General Anesthetics | apoferritin/1-aminoanthracene competitive binding, fluorescence | Potency, µM (series often up to 77.5 µM), without a hit: top-dose activity change, negative = displacement, hits mostly inhibitors | 350,000 tested, 0.074% active; further: potency means the concentration at half of the fitted maximal effect; on the % scale 0 is the no-effect control and ±100 the full control effect; nearly all actives have a fitted effect of over 20% in size
Target sequence (P02791 2-175 limits assumed): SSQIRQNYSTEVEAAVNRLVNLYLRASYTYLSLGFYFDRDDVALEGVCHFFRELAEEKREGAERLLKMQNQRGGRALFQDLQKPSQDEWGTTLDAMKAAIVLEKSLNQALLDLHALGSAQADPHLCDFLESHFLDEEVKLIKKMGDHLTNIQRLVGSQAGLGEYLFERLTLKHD
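Apoferritin-based anesthetic binding model; compound displacement of fluorescent 1-AMA measured as endpoint fluorescence after 10 minutes at room temperature, scaled to free-ligand and complex controls.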
Pol kappa inh – qHTS for Inhibitors of Polymerase Kappa. purified Pol kappa, fluorescent DNA synthesis assay, 10 min. Potency, µM (top dose mostly 107 µM), inactives show at the top dose activity, negative = inhibition, actives largely listed as inhibitors. 400,000 tested, 0.53% active. AID 588579, 2011; further: potency means the concentration at half of the fitted maximal effect; on the % scale 0 is the no-effect control and ±100 the full control effect
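Here, compound and 10 nM enzyme are combined for 15 min at room temperature; adding 50 nM substrate (final) starts DNA synthesis, tracked by fluorescence at 0 and 10 min against buffer-only wells.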
Glioma ERSR ind – qHTS for Inducers of the Endoplasmic Reticulum Stress Response (ERSR) in Human Glioma: qHTS. Potency, µM, for inactives: at the highest dose activation, actives largely listed as activators. U87-MG GRP78 promoter luciferase reporter, 16 h. 420,000 tested, 0.02% active; further: potency means the concentration at half of the fitted maximal effect; series mostly up to about 76 µM; % of control where 0% means no effect; nearly all actives have a fitted effect of over 35% in size
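Stably transfected U87-MG human glioma cells carrying a GRP78-based luminescent sensor were seeded at 1000 cells/well, pin-dosed with compounds and incubated 16 h. Luciferase reagent was then added, and end-point luminescence was read after 10 min at room temperature.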
POLH inh – qHTS for Inhibitors of Polymerase Eta; DNA polymerase eta (Homo sapiens), Q9Y253; recombinant Pol eta, fluorescent DNA replication assay; Potency, µM (doses to about 114 µM), inactives show at the top dose activity change, negative = inhibition, most hits filed as inhibitors; 390,000 tested, 1.2% active; further: potency means the concentration at half of the fitted maximal effect; on the % scale 0 is the no-effect control and ±100 the full control effect
Target sequence (Q9Y253 whole entry, looked up): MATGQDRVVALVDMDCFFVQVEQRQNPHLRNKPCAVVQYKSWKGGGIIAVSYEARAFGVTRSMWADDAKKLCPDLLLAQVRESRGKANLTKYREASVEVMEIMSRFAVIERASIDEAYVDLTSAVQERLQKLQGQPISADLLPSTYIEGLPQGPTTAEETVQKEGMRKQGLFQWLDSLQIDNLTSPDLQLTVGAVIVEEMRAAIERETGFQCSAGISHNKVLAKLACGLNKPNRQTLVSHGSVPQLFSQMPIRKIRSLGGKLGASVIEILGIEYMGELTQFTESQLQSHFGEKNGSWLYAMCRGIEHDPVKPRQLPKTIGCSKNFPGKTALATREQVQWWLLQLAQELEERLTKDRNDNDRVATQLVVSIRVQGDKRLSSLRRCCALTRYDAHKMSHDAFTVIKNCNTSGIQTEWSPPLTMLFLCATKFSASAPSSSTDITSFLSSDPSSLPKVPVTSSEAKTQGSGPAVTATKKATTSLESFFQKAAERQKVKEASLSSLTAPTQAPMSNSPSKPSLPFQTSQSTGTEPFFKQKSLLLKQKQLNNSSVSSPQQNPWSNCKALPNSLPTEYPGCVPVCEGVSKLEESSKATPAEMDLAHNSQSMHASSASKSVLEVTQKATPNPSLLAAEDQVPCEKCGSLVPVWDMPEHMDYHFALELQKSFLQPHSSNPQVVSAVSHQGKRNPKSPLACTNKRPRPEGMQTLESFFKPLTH
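Pol eta (10 nM) was preincubated with compounds for 15 min at room temperature, after which fluorescent replication substrate (50 nM final) was added to start the reaction. Fluorescence was read kinetically at 0 and 10 min.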
APE1 inh – qHTS Assay for Inhibitors of the Human Apurinic/apyrimidinic Endonuclease 1 (APE1); DNA repair nuclease/redox regulator APEX1 (Homo sapiens), P27695; recombinant APE1, TAMRA/BHQ-2 abasic DNA cleavage fluorescence; Potency, µM (highest dose often 65.8 µM), inactives show at the top dose activity change, negative = inhibition, hits mostly inhibitors; 350,000 tested, 0.35% active;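 further: potency means the concentration at half of the fitted maximal effect; plate controls were vehicle for no effect and reference inhibitor for full effect; nearly all actives have a fitted effect of over 55% in size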
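Readout is kinetic fluorescence (ex 525, em 598 nm) from cleavage of 50 nM TAMRA/BHQ-2 THF abasic duplex by 0.75 nM APE1, compound added 15 min beforehand at RT.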
BLM helicase inh – qHTS Assay for Inhibitors of Bloom's syndrome helicase (BLM). 350,000 tested, 0.2% active. AID 2528, 2010. recombinant BLM DNA unwinding, fluorescence dequenching. Potency, µM (titrated, usually from 56.1 µM), for inactives: top-dose activity change, negative = inhibition, usual class: inhibitors. RecQ-like DNA helicase BLM (Homo sapiens), P54132;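 further: potency means the concentration at half of the fitted maximal effect; plate controls were vehicle for no effect and no enzyme for full effect; nearly all actives have a fitted effect of over 35% in size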
LDHA block – qHTS assay for inhibitors of human lactate dehydrogenase; AID 1347041, 2019; L-lactate dehydrogenase A chain (Homo sapiens), P00338; activity change, % (values are at about 110 or 230 µM); purified LDHA, NADH/diaphorase-resazurin fluorescence; hits give low values; 480,000 tested, 0.15% active; in the data active means activity change below about -30%; inconclusive means mostly about -25% to -30%;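 further: plate controls were DMSO wells for no effect and wells without enzyme for full effect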
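Enzyme activity of human lactate dehydrogenase 5 (2 nM; 0.06 mM NADH, 0.2 mM pyruvate, 5 min, RT) is measured via a resazurin/diaphorase fluorescence readout of residual NADH.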
Pol beta inh – qHTS Assay for Inhibitors of DNA Polymerase Beta. P06746. Pol beta primer extension/strand displacement, fluorescence kinetic. Potency, µM (top dose mostly 114 µM), without a hit: top-dose activity change, negative = inhibition, hits mostly inhibitors. 340,000 tested, 1.3% active. AID 485314, 2010; further: potency means the concentration at half of the fitted maximal effect; on the % scale 0 is the no-effect control and ±100 the full control effect
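Pol beta (10 nM) and compounds were preincubated 15 min at room temperature, then 50 nM substrate (final) started primer extension/strand displacement. Reads were taken at 0 and 10 min; concentration-response data were fitted to a four-parameter Hill equation.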
* marks the source's active call; other numbers are inactive results; ? = inconclusive; · = not tested or not shown; & = joins results of further samples; [ ] = another dose, or the depositor's remark. Unless noted, the call rests on the fitted dose curve; in most records, active means well fitted curve in the direction sought with a large enough effect; inconclusive means small, poorly fitted or top-dose-only effect, or another doubt; inactive means no such curve, though single readings can be large; an effect the other way counts as inactive or inconclusive.

SMILES	Pol iota inh	Apoferritin bind	Pol kappa inh	Glioma ERSR ind	POLH inh	APE1 inh	BLM helicase inh	LDHA block	Pol beta inh
CCCCC(=O)Nc1cccc(NC(=O)c2cccc([N+](=O)[O-])c2)c1	15%	?	-9%	-2%	-23%	-6%	-6%	-3	0%
N#Cc1ccccc1NC(=O)C(=O)NCC(c1ccc2c(c1)OCO2)N1CCN(c2ccccc2)CC1 (centres undefined)	33%[activator]	?	-4%[60.1 µM]	-3%	-17%	·	-1%	-3	4%
COc1ccc(CCN(C)C(=O)c2cc(=O)c3ccccc3o2)cc1OC	33%[activator]	-7%	8%	9%	-3%	11%	0%	-2	9%
CC(C)(C)NC(=O)C1CCN(S(=O)(=O)c2cccc3nsnc23)CC1	1%	-5%	-4%	-3%	-6%	48%[activator]	2%	-2	6%
COc1ccc(C(=O)Nc2cccc(-c3cn4ccsc4n3)c2)cc1OC	?	216%[activator]	-4%[60.1 µM]	5%	18%	·	4%	-2	?
COc1ccc2[nH]cc(CCNc3ncnc4ccc(-c5ccoc5)cc34)c2c1	·	·	?	-3%	·	-4%	-1%	·	·
COc1ccc(C2NC(=O)NC(C)=C2C(=O)Nc2cc(C)ccc2C)cc1OC (centres undefined)	10%	-6%	-5%	-3%	?	-3%	0%	-3	21%
CC1=C(CC[C@@H](C)CO)OC2CC3C4CCC5CC(O)CCC5(C)C4CC(=O)C3(C)C12 (some centres undefined)	9%	·	3%	-3%	-18%	·	·	-4	·
COc1ccc(OC)c(-n2c(Cn3c(-c4ccccn4)nc4ccccc43)n[nH]c2=S)c1	-3%	-5%	-22%	-2%	-12%	-2%	-6%	-10	16%
CN(C)S(=O)(=O)N1CCC(Oc2ccc(C(=O)NCC(C)(C)CO)cc2)CC1	116%[activator]	-9%	-5%	2%	-5%	3%	4%	-3	-7%
CCC(C)n1c(-c2cccc(S(=O)(=O)N3CCOCC3)c2)n[nH]c1=S (centres undefined)	8%	·	-1%	-4%	-14%	4%	·	-4	·
O=C(Cc1ccc(Cl)cc1)Nc1ccc(NC(=O)c2cccs2)cc1	-13%	2%	-7%	-5%	-1%	-1%	-1%	-9	?
COc1ccc(OC(C)C(=O)N2CCC(C)CC2)cc1 (centres undefined)	6%	-2%	-23%	-5%	8%	4%	-5%	2	-1%
Cc1ccc(CNc2c(C=O)c(=O)[nH]c3ccccc23)cc1	158%[activator]	-22%	-3%	-2%	-20%	-4%	-4%	-3	18%
Cc1nc2ccccc2c(=O)n1/N=C/c1ccc(O)cc1O	42%[activator]	-11%	10%	1%	-10%	12%	-1%	0	0%
CSc1ncccc1C(=O)OCc1ccccc1F	?	?	-7%	5%	-14%	-2%	-2%	-10	22%
COc1ccc(N2CCN(c3ccc(-c4nc(-c5cccc(C)c5)no4)cc3[N+](=O)[O-])CC2)cc1	1%	-5%	-9%	-2%	-7%	·	-1%	0	-28%
COc1ccc(-c2coc3cc(OC)ccc3c2=O)cc1	27%	·	2%	-4%	-24%	·	·	-3&0	·
Brc1ccc(OCc2nc(-c3ccccn3)n[nH]2)cc1	1%	?	-4%	3%	-17%	?	-6%	-6	1%
Cc1cccc(NC(=O)Cn2cnc3c(oc4ccccc43)c2=O)c1C	184%[activator]	-5%	4%	2%	-16%	0%	-3%	-5	?
Cc1[nH]nc(-c2ccc(O)cc2O)c1Oc1ccccc1	-3%	-18%	-23%	0%	-13%	?	-10%	8	26%
O=P(C1=C(N2CCOCC2)/C(=C\c2ccccc2)CC1)(N1CCOCC1)N1CCOCC1	28%	-11%	-8%	-5%	9%	0%	-1%	-6	1%
CCOC(=O)CC1C(=O)NCCN1S(=O)(=O)c1ccc(Br)cc1 (centres undefined)	?	-7%	-9%	-7%	2%	1%	0%	-9	0%
O=C(Cc1ccc([N+](=O)[O-])cc1)NC1CCCCCC1	-2%	-21%	-3%	-3%	4%	0%	0%	-9	1%
CCOc1ccc(NC(=O)NNC(=O)c2cccnc2)cc1	114%[activator]	?	-8%	2%	-15%	48%[activator]	-9%	1	28%

Looked up by compound from above:
SMILES	Pol iota inh	Apoferritin bind	Pol kappa inh	Glioma ERSR ind	POLH inh	APE1 inh	BLM helicase inh	LDHA block	Pol beta inh
COc1ccc(C2NC(=O)NC(C)=C2C(=O)Nc2cc(C)ccc2C)cc1OC (centres undefined)	10%	-6%	-5%	-3%	?	-3%	0%	-3	21%
Cc1cccc(NC(=O)Cn2cnc3c(oc4ccccc43)c2=O)c1C	184%[activator]	-5%	4%	2%	-16%	0%	-3%	-5	?

(more compounds)
SMILES	Pol iota inh	Apoferritin bind	Pol kappa inh	Glioma ERSR ind	POLH inh	APE1 inh	BLM helicase inh	LDHA block	Pol beta inh
CCOC(=O)c1sc(NC(=O)COC(=O)c2ccco2)nc1C	-4%	-16%	5%	3%	-12%	-2%	0%	-3	10%
Cc1onc(-c2c(Cl)cccc2Cl)c1-c1nnc(-c2ccc(Cl)cc2)o1	114%[activator]	5%	-13%	-1%	-10%	?	-14%	-10	5%
Cc1ccc2oc(-c3ccc(NC(=O)c4cccc(F)c4)c(C)c3)nc2c1	17%	-10%	0%	·	·	·	-1%	-8	14%
Cn1c(=O)c2sccc2n2c(CCCC(=O)Nc3ccc(Oc4ccccc4)cc3)nnc12	-4%	?	-7%	2%	-9%	·	-8%	-5	32%
Cn1c(=O)c2c(nc(N3CCOCC3)n2C)n(C)c1=O	14%	10%	-14%	-4%	-11%	5%	-2%	-4	-6%
Cc1ccc(NS(=O)(=O)c2ccc3c(c2)NC(=O)CCS3)cc1F	-7%&2%	-9%&-22%	-9%&3%	-4%&-3%	-3%&-10%	-1%	-4%&1%	0&-1	7%&1%
CCCn1c(OC)nc2c1c(=O)n(C)c(=O)n2C	-8%	-8%	6%	-4%	-16%	-7%	2%	-2	16%
COc1ccc(NC(=O)N2CCCCCC2)cc1	42%[activator]	?	4%	1%	5%	-2%	0%	-13	1%
N/C(Cc1cccc2ccccc12)=N\OC(=O)COc1ccccc1	29%	-7%	-11%	-1%	-8%	4%	-17%	4	8%
COC(=O)c1ccc(NC(=O)CN2CCN(S(=O)(=O)c3cc(Cl)ccc3OC)CC2)cc1	21%	-18%	-1%	-2%	-2%	4%	-12%	0	5%
C=CS(=O)(=O)c1sc(Cl)c(N2CCOCC2)c1[N+](=O)[O-]	?	?	-31%	-18%	?	0%	-2%	1	-29%
Cc1ccnc(NC(=O)c2ccccc2NC(=O)C(C)(C)C)c1	15%	-14%	-5%	-6%	2%	5%	3%	-1	0%
CN(CCOCCOc1ccc(Cl)cc1Br)Cc1ccccc1	66%[activator]	-8%	3%	-3%	-17%	4%	1%	-2	-3%
CN(c1ccccc1)S(=O)(=O)c1ccc(Cl)c(C(=O)NCc2ccco2)c1	1%	·	-10%	0%	-4%	45%	·	0	·
COc1ccc(Cl)cc1NC(=O)CN(C)C(=O)c1cc2c(F)cccc2s1	29%	·	11%	-3%	-11%	-20%	·	1	·
Cc1noc(C)c1C(c1ccccc1)S(=O)(=O)c1ccccc1 (centres undefined)	9%	-12%	-19%	-2%	-27%	-4%	0%	-4	13%
O=c1[nH]cnc2c1oc1ccccc12	-5%	-10%	5%	-1%	-12%	1%	-3%	2	22%
Cc1sc2nc(C3CC3)nc(N3CCN(S(=O)(=O)c4ccc(F)cc4)CC3)c2c1C	-11%	-16%	-5%	-2%	-3%	1%	-5%	-2	12%
Cc1cc(C(=O)O)c(CSc2ncn[nH]2)o1	7%	-12%	1%	-1%	-2%	0%	-2%	-16	-22%
Cc1cc(C)nc(SCNC(=O)c2ccccc2)n1	-21%[58.9 µM]	0%	4%	-5%	-4%	-1%	1%	-1	-2%
COc1ccccc1Nc1nn2c(=O)c3ccc(C(=O)NCc4cccs4)cc3nc2s1	28%	2%	4%[60.1 µM]	-2%	?	·	-11%	-3	?
O=C(NCc1cccnc1)C1c2ccccc2C(=O)N1C1CCCCCCC1 (centres undefined)	-5%	-7%	-10%	-5%	-7%	-1%	2%	-6	20%

Entries above that contain a Cl atom, in the order listed:
SMILES	Pol iota inh	Apoferritin bind	Pol kappa inh	Glioma ERSR ind	POLH inh	APE1 inh	BLM helicase inh	LDHA block	Pol beta inh
O=C(Cc1ccc(Cl)cc1)Nc1ccc(NC(=O)c2cccs2)cc1	-13%	2%	-7%	-5%	-1%	-1%	-1%	-9	?
Cc1onc(-c2c(Cl)cccc2Cl)c1-c1nnc(-c2ccc(Cl)cc2)o1	114%[activator]	5%	-13%	-1%	-10%	?	-14%	-10	5%
COC(=O)c1ccc(NC(=O)CN2CCN(S(=O)(=O)c3cc(Cl)ccc3OC)CC2)cc1	21%	-18%	-1%	-2%	-2%	4%	-12%	0	5%
C=CS(=O)(=O)c1sc(Cl)c(N2CCOCC2)c1[N+](=O)[O-]	?	?	-31%	-18%	?	0%	-2%	1	-29%
CN(CCOCCOc1ccc(Cl)cc1Br)Cc1ccccc1	66%[activator]	-8%	3%	-3%	-17%	4%	1%	-2	-3%
CN(c1ccccc1)S(=O)(=O)c1ccc(Cl)c(C(=O)NCc2ccco2)c1	1%	·	-10%	0%	-4%	45%	·	0	·
COc1ccc(Cl)cc1NC(=O)CN(C)C(=O)c1cc2c(F)cccc2s1	29%	·	11%	-3%	-11%	-20%	·	1	·

Screens (PubChem)

A portion of the library, so the mix of outcomes need not match the whole.
